# Compound activity as filed in PubChem BioAssay.
# 14-3-3g Raf: modulators of 14-3-3 gamma protein binding, primary screen, biochemical, fluorescence polarization; 14-3-3 protein gamma (Homo sapiens), P61981; FP, 14-3-3gamma / TMR-pS259-Raf peptide binding; inhibition, % at 40 µM; 160,000 compounds, 0.19% hits; in the data active = inhibition above about 30%;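 note: 0% = protein plus tracer without compound and 100% = blank with tracer alone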
# Target sequence (P61981 whole entry, looked up): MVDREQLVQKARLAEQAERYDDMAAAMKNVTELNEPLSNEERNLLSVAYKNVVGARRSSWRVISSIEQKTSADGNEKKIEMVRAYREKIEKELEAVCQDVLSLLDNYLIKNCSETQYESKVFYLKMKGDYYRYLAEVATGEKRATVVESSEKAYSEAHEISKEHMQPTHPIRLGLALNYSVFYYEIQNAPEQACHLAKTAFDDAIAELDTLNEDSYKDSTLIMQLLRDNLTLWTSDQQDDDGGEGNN
# An asterisk follows results filed as active; & = joins results of further samples. Only part of the results is shown (hit frequency here may not be typical).
SMILES	14-3-3g Raf
CC(=O)Nc1ccc2c(c1)CCC2=O	-4.9&13.9
CCSc1nnc(NC(=O)c2ccncc2)s1	-4.5
Cc1ccn2c(-c3csc(Nc4cccc([N+](=O)[O-])c4)n3)c(C)nc2c1	8.8
CN1CCN(S(=O)(=O)c2ccc(NC(=O)c3cccc(S(=O)(=O)N4CCCC4)c3)cc2)CC1	-4.7
Cc1ccc(C)c(NC(=O)c2ccc(S(=O)(=O)N3CCc4ccccc4C3)cc2)c1	-1.6
COc1cc(C2C(C(=O)OCC(C)C)=C(C)NC3=C2C(=O)CC(c2ccc(Cl)cc2)C3)cc(Br)c1O (centres undefined)	4.2
CCOC(=O)c1ccc(NC(=O)COc2ccc(C(C)C)c(C)c2)cc1	-3.3
Cc1ccc(C)c(NC(=O)C(=O)NCc2cccnc2)c1	9.3
CC1CCc2sc3ncn4nc(C(=O)NCc5ccco5)nc4c3c2C1 (centres undefined)	-5.0
O=C(Cn1c(=O)[nH]c2ccsc2c1=O)NCc1ccc(F)cc1	-7.2
Cc1cccc(CSc2nc3c(c(=O)[nH]2)CCC3)c1	-6.3
Cn1c(=Nc2ccc(N3CCOCC3)cc2)ccc2ccccc21	-3.2
CC1=CC(C)(C)N(Cc2ccccc2)c2ccc(C)cc21	-2.6
O=C1CCCc2sc3c(c2N1)CCCCC3	3.1
CCC(NS(=O)(=O)c1ccccc1)C(=O)O (centres undefined)	4.6
Cc1cccc(Cc2c(C)nc3c(C(=O)NCc4ccccc4)cnn3c2C)c1	-6.5
O=C(c1ccco1)N1CCN(S(=O)(=O)c2ccc(C3CCCCC3)cc2)CC1	7.0
Cc1nc2ccccc2c2oc(C(=O)N3CCC(N4CCCCC4)CC3)cc12	1.3
O=S(=O)(c1cccc(-c2nnco2)c1)N1CCCC1	-8.7
CCCNS(=O)(=O)c1cc(Br)cc2c1N(C(=O)CC)CC2	-2.8
CCN(CC)C1c2cccc3cccc(c23)C1NS(=O)(=O)c1ccc(Cl)cc1 (centres undefined)	-28.7
Clc1ncnc2c1C(c1ccccc1)c1c(Cl)ncnc1O2	-18.0
COc1cc(N/C(N)=N\c2nc3c(c(=O)[nH]2)CCCC3)cc(OC)c1	1.0
Cn1c(Nc2ccc(Cl)cc2)cc(=O)n(C)c1=O	-4.8
Cc1ccc(NC(=O)CCc2ccc(C)o2)cc1	-7.7
CCN1CCN(C2CC(=O)N(c3ccc(-c4nc5ccc(C)cc5s4)cc3)C2=O)CC1 (centres undefined)	-11.8
Cn1c(=O)c2c(ncn2CC(=O)N2CCc3ccccc3C2)n(C)c1=O	-1.7
O=C(NCC1OCCc2ccccc21)c1ccco1 (centres undefined)	-5.8
COc1ccccc1CNC(=O)CN(c1ccc(C)cc1)S(=O)(=O)c1c(C)nn(C)c1C	0.1
CC(C)(C)c1ccc2c(c1)C(=O)C(=O)c1cc(C(C)(C)C)ccc1-2	-19.9
CCOc1cc(C)c(C(C)C)cc1S(=O)(=O)N1CCN(C)CC1	-10.3
CCn1c(=O)n(CC(=O)Nc2cccc(OC)c2)c(=O)c2ccccc21	-4.3
CCc1nnc(NC(=O)CSc2nc3c(c(=O)n2C)SC(C)C3)s1 (centres undefined)	-1.6
COCCCNC(=O)COc1cc(C)c(Cl)c(C)c1	-2.6
NC(=O)CSc1nc2ccccc2c2nc3ccccc3n12	3.8
COc1cc2c(cc1OC)CN(CC(=O)Nc1cccc(C)c1)CC2	-10.2
COc1ccc(-n2c(=O)[nH]c3cc(C(=O)NCCc4ccc(Cl)cc4)ccc3c2=O)c(OC)c1	3.3
O=C(O)c1ccc(N2C(=O)c3cccc4cccc(c34)C2=O)cc1	-5.2
O=C(NCCCNCCCNC(=O)c1ccccn1)c1ccccn1	-7.6
COc1ccc(N2C(=O)C3ON(c4ccc(Cl)cc4)C(c4cccs4)C3C2=O)cc1 (centres undefined)	-12.2
CCCCSCc1nc2c(c(=O)[nH]1)C1(CCCC1)Cc1ccccc1-2	6.2
CCOC(=O)CC(=O)CSc1nc2sc(C)cc2c(=O)n1Cc1ccco1	-10.9
CC1CN(CCc2ccccc2)c2nc3c(c(=O)[nH]c(=O)n3C)n2C1 (centres undefined)	1.5
Cc1ccc(C)c(CSc2nnc(-c3cccnc3)n2N)c1	-2.1
Cc1oc(-c2cccc(Cl)c2)nc1CN1CCC(C(=O)NCc2ccco2)CC1	-10.9
CCN(CC)C(=O)C1c2ccccc2C(=O)N(C)C1c1c[nH]c2ccccc12 (centres undefined)	8.0
O=[N+]([O-])c1cccc(-c2nnc(SCc3ccccc3F)n2-c2ccccc2)c1	-3.6
O=C(CCN1C(=O)C2CC=C(Cl)CC2C1=O)NC1CCCCC1 (centres undefined)	-3.8&-3.3
COc1ccc(N2CCN(C(=O)c3ccc4nc(-c5ccco5)c(-c5ccco5)nc4c3)CC2)cc1	-8.5
CCc1ccc(C(=O)CC2(O)C(=O)N(C(C)C)c3ccccc32)cc1 (centres undefined)	-3.9

# Further results:
SMILES	14-3-3g Raf
CN1CCN(C(=O)CCn2nc(-c3ccccc3)c3ccccc3c2=O)CC1	-2.3
CCCCC(CC)C(=O)Nc1nc2ccc(S(C)(=O)=O)cc2s1 (centres undefined)	-1.9
COC(=O)c1sc(NC(=O)CSc2nc3cccnc3n2C2CCCCC2)nc1C	-15.2
O=c1c2ccccc2[nH]c(=S)n1CCN1CCC(=C(c2ccc(F)cc2)c2ccc(F)cc2)CC1	-1.1
CCOC(=O)Cc1csc(NC(=O)c2cc3c(=O)n4ccccc4nc3s2)n1	-13.0
Cc1ccccc1NC(=O)c1ccc(F)c(S(=O)(=O)N2CCCCCC2)c1	-1.4
Cn1c(=O)c2c(O)cc(=O)n(-c3ccccc3)c2n(C)c1=O	-2.0
Cc1cc2ncn(C(=O)c3ccc4c(c3)OCO4)c2cc1C	5.1
Cc1ccc(C)c(N2CCN(C(=O)c3cc4sccc4n3C)CC2)c1	-3.3
CCc1noc(C)c1C(=O)Nc1nnc(C2CCCCC2)s1	-2.3
Cc1ccccc1CS(=O)(=O)CCC(=O)N1CCc2ccccc2C1	-4.8
O=S(=O)(c1cccc2cccnc12)N1CCN(C2CCCCC2)CC1	-6.7
Cc1ccc(-n2c(CSc3nc(C)cc(C)n3)nnc2SCC(=O)Nc2nccs2)cc1	-3.9
CCn1cc(C(=O)NCc2ccco2)c(=O)c2cc(F)c(N3CCN(C(=O)c4ccco4)CC3)cc21	-10.3
O=C(COC(=O)CCc1ccc(S(=O)(=O)N2CCOCC2)cc1)Nc1ccc(Cl)cn1	-7.9
CCCCOC(=O)C1=C(C)NC2=C(C(=O)CCC2)C1c1ccc(O)c(OC)c1 (centres undefined)	-2.3
CCC(=O)N1c2ccc(S(=O)(=O)Nc3cc(C(F)(F)F)cc(C(F)(F)F)c3)cc2CC1C (centres undefined)	-4.2
C=CCN(c1ccccc1)S(=O)(=O)c1ccc2[nH]cc(C(=O)NCc3cccnc3)c(=O)c2c1	-8.6
Clc1ccc(OCc2nnc(SCc3nc4ccccc4[nH]3)n2Cc2ccco2)cc1	-3.9
CCOc1ccc(C(=O)Nc2c3c(nn2-c2ccc(F)cc2)CS(=O)C3)cc1OCC (centres undefined)	-5.7
CCOc1ccc(C2/C(=C(/O)c3ccc(OC)cc3)C(=O)C(=O)N2c2cc(C)on2)cc1OC (centres undefined)	1.8
Fc1ccc(C2CC(c3ccccc3)n3ncnc3N2)cc1 (centres undefined)	1.4
CC(C)(C)c1ccc(-c2cc(N)n[nH]2)cc1	-5.6
C1CSC2(N1)C1CC3CC(C1)CC2C3 (centres undefined)	6.0&-0.2
O=C(Nc1cccc([N+](=O)[O-])c1)C1(S(=O)(=O)c2ccc(Cl)cc2)CC1	-16.4
CCOc1ccc(NC(=O)CSc2nc3ccccc3c(=O)n2Cc2cccs2)cc1	-6.9
CC(=O)c1cccc(NC(=O)CN2C(=O)COc3ccc(Cl)cc32)c1	0.3
CCC(C(=O)NCc1ccco1)n1nc(-c2ccc(OC)cc2)ccc1=O (centres undefined)	-13.4&-23.6
O=C(CSc1nnnn1C1CCCCC1)Nc1ccc2c(c1)OCO2	-0.2
Cc1ccc(S(=O)(=O)N2CCOCC2)cc1C(=O)NC1CCCCC1	2.2
Cc1ccc(C)n1-c1ccc(C(=O)NCC2CCCO2)cc1 (centres undefined)	-6.2&-41.3
CCOC(=O)N1CCN(/C=C(\C#N)c2nc3ccccc3s2)CC1	-38.1
CN(C)S(=O)(=O)c1ccc(S(=O)(=O)N2CCN(CCC#N)CC2)cc1	0.2
O=C(Nc1ccc(Cl)c(-c2nc3ccccc3s2)c1)c1ccc(F)cc1	-24.3
COc1ccc(NC(=O)Cn2c(-c3ccc(C)cc3)nc3ccccc3c2=O)c(OC)c1	0.0
COc1ccccc1CNc1ncnc(N)c1[N+](=O)[O-]	1.0
Cc1cccc(-n2ccnc2SCC(=O)N2CCc3ccccc32)c1C	0.5
CC1(C)Cc2ccccc2-c2nncn21	6.4
CCC(C)Nc1ncnc2c1cnn2-c1ccccc1 (centres undefined)	-7.4
Cn1c(=O)c(Cc2ccccc2)c(O)c2ccccc21	3.1
C#CC(C)(C)NC(=O)CCC(=O)OCC	-10.6
O=C1CN(C(=O)C2CCCC2)C(c2ccccc2)c2cc(Cl)ccc2N1 (centres undefined)	1.1
CC(C)Cc1nc(S(=O)(=O)c2ccccc2)c(N2CCOCC2)o1	-5.5
O=C(Nc1ccc2ccccc2c1)N1CCSC1c1ccco1 (centres undefined)	-1.1
O=C(Nc1ccc(I)cc1)c1ccc(C(=O)Nc2ccc(I)cc2)nc1	8.8
Cn1c(SCC(=O)Nc2ccc(F)cc2F)nnc1-c1cccnc1	-17.4
O=c1c(N=Cc2ccccc2)cc2[nH]c3ccccc3c2n1-c1ccc(Cl)cc1	-32.2
Cc1nc(NC(=O)C23CCC(C)(C(=O)O2)C3(C)C)sc1C (centres undefined)	-6.5
CCOC(=O)C1C(=O)C=C(c2cccc(OC)c2)CC1c1ccc(N(C)C)cc1 (centres undefined)	-13.9
Cc1ccc(C)c(S(=O)(=O)N2CCN(CC(=O)Nc3cc(C)on3)CC2)c1	0.7

# Arranged by value in 14-3-3g Raf (low to high): four of the compounds above.
SMILES	14-3-3g Raf
O=C(Cn1c(=O)[nH]c2ccsc2c1=O)NCc1ccc(F)cc1	-7.2
CCOc1ccc(C(=O)Nc2c3c(nn2-c2ccc(F)cc2)CS(=O)C3)cc1OCC (centres undefined)	-5.7
Clc1ccc(OCc2nnc(SCc3nc4ccccc4[nH]3)n2Cc2ccco2)cc1	-3.9
O=C1CCCc2sc3c(c2N1)CCCCC3	3.1

# Carrying on:
SMILES	14-3-3g Raf
COC(=O)c1c[nH]n2c(NC3CCCCC3)c(-c3ccc(Cl)cc3)nc12	-6.6
CC(C)(C)C1CCC2(CC1)C(C#N)=C(SCC(=O)NC1CCCCC1)NC(=O)C2C#N (centres undefined)	-14.7
CCOC(=O)C1=C(C)NC2=C(C(=O)C(C(=O)OCC)C(c3ccc(OC)cc3)C2)C1c1cccc([N+](=O)[O-])c1 (centres undefined)	1.4
Brc1ccc(-c2cn3ccccc3n2)s1	-8.1
COc1ccc(NC(=O)c2sc(=S)n(-c3ccc(Cl)c(C)c3)c2N)cc1	-6.2
CN1C(=O)c2ccc(NC(=O)CN3C(=O)c4ccccc4C3=O)cc2C1=O	-9.1
CC(=O)N1CCc2cc(S(=O)(=O)CCC(=O)Nc3cccc(C)c3C)ccc21	10.6
CCc1cccc(NS(=O)(=O)c2ccc3c(c2)oc(=O)n3C)c1	0.2
CCOc1ccc(C(=O)CN2CCN(S(=O)(=O)c3ccc(OC)cc3)CC2)cc1	-2.8
O=S(=O)(NCC1CCCO1)c1ccc(Br)s1 (centres undefined)	5.7
CCOCCc1nnc(NC(=O)CN2C(=O)c3ccccc3C2=O)s1	-3.4
Oc1ccccc1-c1nnc2n1N=C(c1ccc(F)cc1)CS2	-7.2
CCC(=O)c1ccc(OCC(=O)O)cc1	1.8
COc1cc(NC(=O)C2CCCO2)c(OC)cc1NC(=O)c1ccccc1 (centres undefined)	-96.3
CCOC(=O)c1cc2c(=O)n3cccc(C)c3nc2n(Cc2ccco2)c1=NC(=O)c1cccnc1	-13.8
CC(C)(C)c1ccc(C(=O)Nc2ncc(Cc3ccccc3Cl)s2)cc1	-9.7
CCCN1C(=O)C(O)(CC(=O)c2cccc(Br)c2)c2ccccc21 (centres undefined)	1.5
O=C(NCCN1CCOCC1)c1ccccc1Oc1ccccc1	0.5
CC(C)(C)n1ncc2c(=O)n(CC(=O)NCc3ccco3)cnc21	-2.4
CCOC(=O)C1=C(C)NC(=O)NC1N(C)C (centres undefined)	-8.3
CCn1c(CCCNC(=O)c2ccc(F)cc2)nc2ccccc21	4.1
Cc1ccccc1CSc1nc2c(c(=O)n1-c1ccc(F)cc1)SCC2	-4.4
COc1cc(C2OCC3C(C)C=C(C)C2C3C)ccc1OCc1ccc(C(=O)O)cc1 (centres undefined)	-0.1
Cc1cc(C)c(S(=O)(=O)N2CCN(S(=O)(=O)c3ccccc3)C2c2ccccc2)c(C)c1 (centres undefined)	7.2
COc1ccc(N2CCCn3c2nc2c3c(=O)n(CCN3CCOCC3)c(=O)n2C)cc1	-8.3
CCc1nc2sc3ccccc3c(=O)c2c(=O)n1Cc1ccco1	-130.1
COc1ccc(NC(=O)c2cc3ccccc3oc2=O)cc1Cl	-10.2
O=C(Cc1coc2ccc3ccccc3c12)N1CCN(c2ncccn2)CC1	-7.4
COCc1cc(C)n(CC(=O)Nc2ccccc2OC)c(=O)c1C#N	1.6
CCN(CC)C(=O)COc1ccc(-c2ccccc2)cc1	5.0
Cc1ccc(-c2ccccc2)n1-c1ccc(C(=O)O)cc1	2.6
CCc1nc2ccccc2n1Cc1cc(=O)n2cc(C)ccc2n1	-3.0
